Source: PubChem BioAssay (Broad Institute)
IDE exosite FP: insulin-degrading enzyme (human) exo-site inhibition; 6.3% of 17,000 active; purified IDE, FL-6b probe fluorescence polarization; active compounds read low; z-score at 20 µM;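 active = z-score of -3 or lower, meaning strong loss of probe binding signal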;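 also: His-tagged human IDE residues 42-1019 made in E. coli with 30 nM FL-6b probe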
Target sequence (P14735 42-1019 limits assumed): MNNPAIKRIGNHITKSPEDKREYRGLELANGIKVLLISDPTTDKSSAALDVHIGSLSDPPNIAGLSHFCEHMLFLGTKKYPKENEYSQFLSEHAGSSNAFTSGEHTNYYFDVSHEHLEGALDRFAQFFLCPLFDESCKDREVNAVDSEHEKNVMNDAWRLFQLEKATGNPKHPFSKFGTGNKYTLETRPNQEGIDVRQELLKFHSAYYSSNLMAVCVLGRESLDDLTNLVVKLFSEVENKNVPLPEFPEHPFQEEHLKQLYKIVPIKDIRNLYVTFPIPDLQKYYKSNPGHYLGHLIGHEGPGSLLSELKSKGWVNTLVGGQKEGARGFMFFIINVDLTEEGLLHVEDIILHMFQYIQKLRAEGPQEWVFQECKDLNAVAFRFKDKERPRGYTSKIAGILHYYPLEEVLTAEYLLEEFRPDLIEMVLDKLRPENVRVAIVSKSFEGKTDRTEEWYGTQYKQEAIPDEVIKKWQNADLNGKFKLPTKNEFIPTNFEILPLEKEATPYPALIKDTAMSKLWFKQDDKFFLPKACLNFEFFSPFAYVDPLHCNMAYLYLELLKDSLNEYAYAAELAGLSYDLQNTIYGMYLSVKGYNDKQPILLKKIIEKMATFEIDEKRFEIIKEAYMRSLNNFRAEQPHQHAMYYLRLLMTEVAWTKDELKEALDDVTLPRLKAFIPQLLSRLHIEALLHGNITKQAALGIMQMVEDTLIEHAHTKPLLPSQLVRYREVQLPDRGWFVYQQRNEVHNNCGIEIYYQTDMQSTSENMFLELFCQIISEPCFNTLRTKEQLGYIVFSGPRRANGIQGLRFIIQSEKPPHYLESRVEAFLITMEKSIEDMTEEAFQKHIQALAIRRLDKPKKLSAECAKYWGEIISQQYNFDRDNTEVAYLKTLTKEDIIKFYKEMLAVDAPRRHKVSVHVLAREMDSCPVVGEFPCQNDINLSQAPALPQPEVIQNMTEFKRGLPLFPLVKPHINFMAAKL
* = called active by the depositor; & = joins results of further samples.

O=C(C[C@@H]1CC[C@H]2[C@@H](COC[C@@H](O)CN2Cc2cc(F)cc(F)c2)O1)Nc1nccs1
  IDE exosite FP: -1.62
N#C[C@@H]1[C@@H](c2ccccc2-c2ccc(F)cc2)[C@@H](CO)N1c1ncc(-c2ccccc2)s1
  IDE exosite FP: 2.99
C/C=C/c1ccc2c(c1)[C@@H]1[C@@H](CCN1C(=O)c1cnccn1)[C@H](CO)N2
  IDE exosite FP: -0.532
O=C(C1CCOCC1)N1C[C@@H]2[C@H](c3ccccc31)[C@@H](CO)N2C(=O)Nc1ccccc1F
  IDE exosite FP: 2.36
N#C[C@@H]1[C@H](c2ccc(C3=CCCCC3)cc2)[C@H](CO)N1C(=O)CN1CCOCC1
  IDE exosite FP: -0.233
CO[C@@H]1CN(C)C(=O)c2ccc(NC(=O)NC3CCCCC3)cc2OC[C@@H](C)NC[C@H]1C
  IDE exosite FP: -0.075
COc1ccc(-c2ccccc2[C@H]2[C@@H](C#N)N(C(=O)C3CC3)[C@H]2CO)cc1
  IDE exosite FP: 2.99
O=C(CN1CCOCC1)N1CC[C@H]2[C@H](CO)Nc3ccc(Br)cc3[C@H]21
  IDE exosite FP: 1.56
C[C@@H]1CCCCO[C@H](CN(C)C(=O)c2ccncc2)[C@@H](C)CN([C@@H](C)CO)C(=O)c2cc(NC(=O)CCC(F)(F)F)ccc2O1
  IDE exosite FP: 0.324
O=C(C[C@@H]1C[C@H]2c3cc(NC(=O)c4ccc5c(c4)OCO5)ccc3O[C@H]2[C@H](CO)O1)NCc1ccc(Oc2ccccc2)cc1
  IDE exosite FP: -1.02
O=C(C[C@@H]1CC[C@H](NC(=O)c2ccc(F)cc2)[C@H](CO)O1)NCCc1ccccc1
  IDE exosite FP: 3.6
O=C(Nc1ccccc1F)N1CCCCN2[C@H](CO)[C@@H](c3ccc(C#Cc4cccnc4)cc3)[C@H]2C1
  IDE exosite FP: -2.06
O=C(C[C@H]1CC[C@@H]2[C@H](COC[C@H](O)CN2C(=O)c2cccnc2)O1)NCC1CC1
  IDE exosite FP: 0.108
CN(C)CC#Cc1ccc([C@H]2[C@@H](CO)N3C(=O)CN(C(=O)Cc4cccnc4)C[C@@H]23)cc1
  IDE exosite FP: -0.272
CN(C)C(=O)c1ccc(-c2ccc([C@@H]3[C@@H](C#N)N(S(C)(=O)=O)[C@H]3CO)cc2)cc1
  IDE exosite FP: 0.465
CCC(=O)N1CC(=O)N2[C@@H](CO)[C@@H](c3ccc(C#CC4CCCC4)cc3)[C@@H]2C1
  IDE exosite FP: 0.794
C/C=C/c1ccc([C@@H]2[C@@H](CO)N[C@@H]2CN(CC(C)C)C(=O)c2ccccn2)cc1
  IDE exosite FP: -2.01
O=C(Nc1ccccc1)N1CCCCN2[C@H](CO)[C@H](c3ccc(C4=CCCCC4)cc3)[C@@H]2C1
  IDE exosite FP: 2.78
Cc1noc(C)c1NC(=O)N1C[C@H](O)COC[C@@H]2O[C@H](CC(=O)NCC3CC3)CC[C@H]21
  IDE exosite FP: 0.901
CC(=O)N1CC(=O)N2[C@@H](CO)[C@H](c3ccc(C#CC(C)C)cc3)[C@@H]2C1
  IDE exosite FP: 1.39
O=C(Nc1ccc(C(F)(F)F)cc1)Nc1ccc2c(c1)[C@H]1C[C@@H](CC(=O)N3CCc4ccccc4C3)O[C@H](CO)[C@H]1O2
  IDE exosite FP: -0.241
N#C[C@@H]1N[C@@H](CO)[C@H]1c1ccc(C#CC2CCCC2)cc1
  IDE exosite FP: 3.32
O=C(NC[C@H]1N[C@H](CO)[C@@H]1c1ccc(-c2cncnc2)cc1)C1CCC1
  IDE exosite FP: 0.199
O=C(C[C@H]1C[C@@H]2c3cc(NC(=O)c4cccnc4)ccc3O[C@@H]2[C@H](CO)O1)NCc1cc(F)ccc1F
  IDE exosite FP: -0.0904
CO[C@@H](CN(C)Cc1cc(F)ccc1F)[C@@H](C)CN(C(=O)Nc1ccc(C(F)(F)F)cc1)[C@H](C)CO
  IDE exosite FP: 0.0335

COc1ccc2c3c([nH]c2c1)[C@@H](CO)N(Cc1ccccc1Cl)CC31CN(C(=O)C2CC2)C1
  IDE exosite FP: -2.98
O=C(Cc1ccccn1)N1CC(=O)N2[C@H](CO)[C@H](c3ccc(C#CC4CCCCC4)cc3)[C@H]2C1
  IDE exosite FP: -0.872
Cc1cc(C(=O)Nc2ccc3c(c2)C(=O)N(C)[C@@H]2CC[C@@H](CC(=O)O)O[C@H]2CO3)no1
  IDE exosite FP: -1.24
COc1ccc(NC(=O)N2CCCCN3[C@H](CO)[C@@H](c4ccc(C#CCC(C)C)cc4)[C@@H]3C2)cc1
  IDE exosite FP: 1.17
COc1ccccc1-c1ccc([C@@H]2[C@H]3CN(S(=O)(=O)c4cn(C)cn4)CCCCN3[C@H]2CO)cc1
  IDE exosite FP: -8.45*
C[C@H]1CN([C@@H](C)CO)C(=O)c2cc(NS(C)(=O)=O)ccc2O[C@@H]1CN(C)C
  IDE exosite FP: 1.31
CC(=O)N1CC(=O)N2[C@H](C1)[C@H](c1ccc(-c3cccc(C(=O)N(C)C)c3)cc1)[C@@H]2CO
  IDE exosite FP: 0.244
COc1ccc2c3c([nH]c2c1)[C@H](CO)N(C(C)=O)CC31CN(S(=O)(=O)c2cccs2)C1
  IDE exosite FP: 0.716
O=C(Nc1cccc(F)c1)N1CC(=O)N2[C@@H](CO)[C@@H](c3ccc(C#Cc4cccnc4)cc3)[C@@H]2C1
  IDE exosite FP: -0.00289
COC(=O)c1ccc(CN2CC(=O)N3[C@H](C2)[C@@H](c2ccc(-c4ccccc4F)cc2)[C@@H]3CO)cc1
  IDE exosite FP: 0.176
O=C(Nc1cccc(F)c1)N1CC(=O)N2[C@H](CO)[C@@H](c3ccc(C#CC4CC4)cc3)[C@H]2C1
  IDE exosite FP: 0.927
CC(C)NC(=O)N1CCCCN2[C@H](CO)[C@H](c3ccc(C4=CCCC4)cc3)[C@@H]2C1
  IDE exosite FP: 2.9
O=C(C[C@@H]1C=C[C@H](NC(=O)c2cnccn2)[C@@H](CO)O1)NCc1ccccc1F
  IDE exosite FP: 1.05
COc1ccccc1-c1ccc([C@@H]2[C@@H](C#N)N(C(=O)C3CC3)[C@@H]2CO)cc1
  IDE exosite FP: -17*
Cc1noc(C)c1NC(=O)Nc1ccc2c(c1)C(=O)N([C@@H](C)CO)C[C@@H](C)[C@H](CN(C)Cc1ccc3c(c1)OCO3)OCCCC[C@@H](C)O2
  IDE exosite FP: 1.1
O=C(Nc1ccccc1F)N1CC(=O)N2[C@H](CO)[C@H](c3ccc(-c4cccnc4)cc3)[C@@H]2C1
  IDE exosite FP: -1.29
CO[C@H]1CN(C)C(=O)c2cc(NC(=O)C3CC3)ccc2OC[C@H](C)N(Cc2cc(F)ccc2F)C[C@H]1C
  IDE exosite FP: 0.208
CCS(=O)(=O)Nc1ccc2c(c1)C(=O)N(C)[C@@H]1CC[C@@H](CC(=O)N[C@H]3CCN(Cc4ccccc4)C3)O[C@H]1CO2
  IDE exosite FP: 0.268
CC(=O)N1[C@@H](CO)[C@@H](c2ccccc2)[C@@H]1CN(C)S(=O)(=O)c1ccccc1
  IDE exosite FP: -0.194
CCCC#Cc1cnc2c(c1)C(=O)N([C@@H](C)CO)C[C@@H](C)[C@H](CN(C)C(=O)Nc1cc(F)ccc1F)O2
  IDE exosite FP: 0.527
CCc1cnc(N2[C@H](C#N)[C@@H](c3ccc(-c4cccc(F)c4)cc3)[C@H]2CO)s1
  IDE exosite FP: -2.85
COCC(=O)N1CCC2(CC1)CN(Cc1ccccc1Cl)[C@@H](CO)c1[nH]c3cc(OC)ccc3c12
  IDE exosite FP: -3.57*
CCCC#Cc1ccc([C@@H]2[C@H](CO)N3CCCCN(CC4CC4)C[C@@H]23)cc1
  IDE exosite FP: 4.1
O=C(C1CC1)N1CC(=O)N2[C@@H](CO)[C@H](c3ccc(C#CC4CCCC4)cc3)[C@@H]2C1
  IDE exosite FP: 1.78
CC(=O)N(CC(C)C)C[C@H]1[C@@H](c2ccc(C3=CCCC3)cc2)[C@@H](CO)N1C(C)=O
  IDE exosite FP: 5.28

COCC(=O)N1CC(=O)N2[C@H](CO)[C@@H](c3ccc(C#CC4CCCC4)cc3)[C@@H]2C1
  IDE exosite FP: 0.272
CN(C)CC(=O)N1CCCCN2[C@H](C1)[C@@H](c1ccc(/C=C/c3ccccc3)cc1)[C@@H]2CO
  IDE exosite FP: -5.88*
COCC(=O)N1CCCCN2[C@@H](CO)[C@@H](c3ccc(C#Cc4ccccc4)cc3)[C@@H]2C1
  IDE exosite FP: -8.48*
CC(C)[C@@H]1C(=O)N[C@H](c2cccc(Cl)c2)CC=CC[C@@H](C)Oc2ccccc2C(=O)N1C (mixture of isomers)
  IDE exosite FP: 1.02
O=C1CN(S(=O)(=O)Cc2ccccc2)C[C@@H]2[C@H](c3ccc(C#Cc4ccccc4)cc3)[C@H](CO)N12
  IDE exosite FP: -3.51*
CN1CCCCN2[C@@H](CO)[C@H](c3ccc(C#CC4(O)CCCC4)cc3)[C@@H]2C1
  IDE exosite FP: 3.83
C[C@@H]1CN([C@H](C)CO)C(=O)c2cc(-c3cccc(C#N)c3)cnc2O[C@@H]1CN(C)C(=O)C1CCOCC1
  IDE exosite FP: -0.207
O=C(Nc1ccc2c(c1)[C@@H]1C[C@H](CC(=O)N3CCCCC3)O[C@@H](CO)[C@@H]1O2)NC1CCCCC1
  IDE exosite FP: 0.422
C[C@@H](NC(=O)C[C@@H]1CC[C@@H]2[C@H](COc3ccc(NC(=O)C4CCOCC4)cc3C(=O)N2C)O1)c1ccccc1
  IDE exosite FP: -0.888
O=C(c1ccccc1F)N1CC(=O)N2[C@H](C1)[C@@H](c1ccc(-c3ccc(F)cc3)cc1)[C@@H]2CO
  IDE exosite FP: -0.691
COc1ccccc1-c1ccc([C@H]2[C@H](CO)N3CCCCN(C(=O)NC4CCCC4)C[C@@H]23)cc1
  IDE exosite FP: -12.3*
C/C=C/c1ccc([C@@H]2[C@@H](CO)N(C(C)=O)[C@H]2CN(CC)C(=O)CC)cc1
  IDE exosite FP: 1.96
COc1ccccc1NC(=O)N1CCCCN2[C@@H](CO)[C@@H](c3ccc(-c4cccc(C#N)c4)cc3)[C@@H]2C1
  IDE exosite FP: -0.507
O=C1N[C@H](Cc2ccccc2)COCc2cn(nn2)CC[C@@H]1Cc1cccc(F)c1
  IDE exosite FP: 0.595
CCCC#Cc1ccc([C@@H]2[C@@H](CO)N3C(=O)CN(C(=O)c4ccccn4)C[C@@H]23)cc1
  IDE exosite FP: -0.344
O=C(c1cnccn1)N1CC(=O)N2[C@H](CO)[C@H](c3ccc(-c4ccc(F)cc4)cc3)[C@H]2C1
  IDE exosite FP: 4
COc1ccccc1-c1ccc([C@@H]2[C@H](C#N)N(C(=O)C3CC3)[C@H]2CO)cc1
  IDE exosite FP: -5.92*
O=C(Cc1cccnc1)N1CC(=O)N2[C@H](CO)[C@@H](c3ccc(C4=CCCC4)cc3)[C@H]2C1
  IDE exosite FP: 4.77
C/C=C/c1ccccc1[C@@H]1[C@@H](C#N)N(c2nc(CC)cs2)[C@H]1CO
  IDE exosite FP: -1.33
O=C(C[C@H]1CC[C@H]2NC[C@H](O)COC[C@@H]2O1)N1CCc2ccccc2C1
  IDE exosite FP: 1.02
CCC(=O)N1CCCCN2[C@H](CO)[C@H](c3ccc(C#Cc4ccccc4)cc3)[C@H]2C1
  IDE exosite FP: -4.71*
O=C(C1CCOCC1)N1CC(=O)N2[C@H](C1)[C@@H](c1ccc(C#CC3CC3)cc1)[C@@H]2CO
  IDE exosite FP: -1.05
Cc1ccc(-c2ccc(C3[C@@H]4CN(C(=O)Nc5ccc(C(F)(F)F)cc5)C[C@H]3N4)cc2)cc1 (some centres not stated)
  IDE exosite FP: 1.56&3.86
CCS(=O)(=O)Nc1ccc2c(c1)C(=O)N(C)[C@@H]1CC[C@H](CC(=O)NCc3ccccc3F)O[C@H]1CO2
  IDE exosite FP: -0.769
CC(=O)N(C)C[C@@H]1[C@H](c2ccc(-c3cccc(C#N)c3)cc2)[C@H](CO)N1C(C)=O
  IDE exosite FP: 0.658

O=C(O)C[C@@H]1CC[C@@H]2[C@H](COC[C@@H](O)CN2S(=O)(=O)c2ccc(Oc3ccccc3)cc2)O1
  IDE exosite FP: 0.622
Cc1cccc(-c2ccccc2[C@H]2[C@@H](C#N)N(c3ncc(-c4ccccc4)s3)[C@@H]2CO)c1
  IDE exosite FP: -0.167
CCCNC(=O)N1[C@H](C#N)[C@@H](c2ccccc2-c2ccccc2F)[C@H]1CO
  IDE exosite FP: -0.421
CC(C)CC#Cc1ccc([C@@H]2[C@@H](CO)N3C(=O)CN(C(=O)c4cnccn4)C[C@H]23)cc1
  IDE exosite FP: 2.42
Cc1ccccc1S(=O)(=O)N1[C@H](C#N)[C@H](c2ccc(-c3ccccc3)cc2)[C@@H]1CO
  IDE exosite FP: 1.56
CN(C)C(=O)c1ccc(-c2ccc([C@@H]3[C@@H](CO)N4C(=O)CN(C(=O)C5CC5)C[C@@H]34)cc2)cc1
  IDE exosite FP: 1.93
COCC#Cc1ccc([C@H]2[C@@H](CO)N3C(=O)CN(C(=O)C4CCC4)C[C@@H]23)cc1
  IDE exosite FP: 2.94
CCC(=O)N1[C@H](CO)[C@H](c2ccc(-c3ccccc3OC)cc2)[C@@H]1CNC(C)=O
  IDE exosite FP: -15*
CN(C)C(=O)c1cccc(-c2ccc3c(c2)[C@H]2[C@H](CCN2C(=O)Cc2ccccc2)[C@H](CO)N3)c1
  IDE exosite FP: 2.26
CC(C)CC#Cc1ccc([C@@H]2[C@H](CO)N3C(=O)CN(S(C)(=O)=O)C[C@@H]23)cc1
  IDE exosite FP: 4.5
N#Cc1cccc(-c2ccc([C@@H]3[C@H](CO)N4CCCCN(C(=O)Nc5ccccc5)C[C@@H]34)cc2)c1
  IDE exosite FP: 1.74
CCC(=O)N1CC(=O)N2[C@@H](CO)[C@@H](c3ccc(C#Cc4cccc(F)c4)cc3)[C@@H]2C1
  IDE exosite FP: -4.1*
COCC(=O)N1CC(=O)N2[C@H](CO)[C@@H](c3ccc(-c4cccnc4)cc3)[C@@H]2C1
  IDE exosite FP: 2.03
Cc1ccccc1S(=O)(=O)N1CC(=O)N2[C@H](CO)[C@H](c3ccc(C#CCC4CCCC4)cc3)[C@@H]2C1
  IDE exosite FP: 5.31

Shown as tab-separated lines: part of the list above
molecule	IDE exosite FP
CN(C)CC(=O)N1CCCCN2[C@H](C1)[C@@H](c1ccc(/C=C/c3ccccc3)cc1)[C@@H]2CO	-5.88*
COCC(=O)N1CCCCN2[C@@H](CO)[C@@H](c3ccc(C#Cc4ccccc4)cc3)[C@@H]2C1	-8.48*

These rows are one share of the data, so the mix of outcomes need not match the whole.
